# TbREL1 primary: TbREL1 inhibition, primary screen; inhibition, % at 9.66 µM; TbREL1 RNA ligation, FRET fluorescence; 0.49% of 89,000 active; P86926;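 active means inhibition above the mean inhibition across all screened compounds plus 3 SD, cut at about 11% in these data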;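 further: 0% = plate median of test wells and 100% = NSC42067 control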
# Target sequence (P86926 whole entry, looked up): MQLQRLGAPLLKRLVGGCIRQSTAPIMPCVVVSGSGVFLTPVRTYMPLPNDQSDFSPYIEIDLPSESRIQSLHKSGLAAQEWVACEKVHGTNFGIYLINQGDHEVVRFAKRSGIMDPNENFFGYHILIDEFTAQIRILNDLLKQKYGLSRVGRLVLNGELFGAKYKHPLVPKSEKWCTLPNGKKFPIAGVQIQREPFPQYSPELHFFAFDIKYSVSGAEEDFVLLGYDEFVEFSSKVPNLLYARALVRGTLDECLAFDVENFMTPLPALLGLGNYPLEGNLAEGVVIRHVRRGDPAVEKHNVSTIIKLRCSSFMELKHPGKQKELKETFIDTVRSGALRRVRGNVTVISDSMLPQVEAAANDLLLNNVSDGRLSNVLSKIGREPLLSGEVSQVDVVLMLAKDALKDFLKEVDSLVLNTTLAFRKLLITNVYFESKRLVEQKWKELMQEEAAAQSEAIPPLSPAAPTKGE
# An asterisk follows results filed as active. The list is partial; count on the stated rates, not on these rows.
# A first look:
compound	TbREL1 primary
CCN(CC)C(=O)Cn1cc(C(=O)C(=O)N2CCN(Cc3ccc4c(c3)OCO4)CC2)c2ccccc21	-2
NC(=O)c1ccc(NC(=O)Cc2ccc(S(=O)(=O)N3CCCCC3)cc2)cc1	0
c1ccc2sc(N3CCCCC3)nc2c1	5

# All compounds of this part (from the top)
compound	TbREL1 primary
CCN(CC)C(=O)Cn1cc(C(=O)C(=O)N2CCN(Cc3ccc4c(c3)OCO4)CC2)c2ccccc21	-2
NC(=O)c1ccc(NC(=O)Cc2ccc(S(=O)(=O)N3CCCCC3)cc2)cc1	0
c1ccc2sc(N3CCCCC3)nc2c1	5
Cn1cccc1/C=C1\SC(=S)N(NC(=O)c2ccc(F)cc2)C1=O	0
CCc1cccc(OCCOC(=O)CNS(=O)(=O)c2ccc(NC(C)=O)cc2)c1	2
CCN(C(=O)COC(=O)C1CCN(S(=O)(=O)c2ccc(C)c(C)c2)CC1)C1CCCCC1	-3
CCN(CC)CC(=O)NC12CC3CC(CC(C3)C1)C2	3
COc1cc(/C=C/C(=O)OCC(=O)Nc2ccc(S(=O)(=O)N3CCCC3)cc2)ccc1O	-4
CC(C)NC(=O)C1(C)CCCCN1Cc1cccc(C(F)(F)F)c1 (stereo not given)	-3
O=C1c2ccccc2C(c2nnnn2Cc2ccccc2)N1CCc1ccccc1F (stereo not given)	-4
COc1cccc(C(=O)N2CCn3c2nc2ccccc23)c1	12*
Oc1c(Cl)cc(CN2CCOCC2)c2cccnc12	2
CCCC(C)(C)NC(=O)CCCCC(=O)NC(C)(C)CCC	-1
Cc1ccsc1/C=N/NC(=O)C(O)c1ccccc1 (stereo not given)	3
COc1cc(OC)c(C(=O)Nc2ncn[nH]2)cc1OC	-1

# Overlap with the part before: 3 compounds, followed by the next part.
compound	TbREL1 primary
CCCC(C)(C)NC(=O)CCCCC(=O)NC(C)(C)CCC	-1
Cc1ccsc1/C=N/NC(=O)C(O)c1ccccc1 (stereo not given)	3
COc1cc(OC)c(C(=O)Nc2ncn[nH]2)cc1OC	-1
CCC(=O)Nc1nc(C)nc(C)c1C(C)=O	5
CCN1CCCC(NC(=O)c2scc3c2CCCC3)C1 (stereo not given)	2
Cc1cccc(NC(=O)CCN2CCN(C/C=C/c3ccccc3)CC2)c1	-1
CC(Oc1cccc(Br)c1)C(=O)NNC(=O)CCNC(=O)c1ccccc1Cl (stereo not given)	-3
O=C(c1sc2ccccc2c1Cl)N1CCN(c2ccc(F)cc2)CC1	-3
CNS(=O)(=O)c1ccc(N=Cc2c(C)[nH]n(-c3ccc(C)cc3C)c2=O)cc1	-1
COc1ccc(C2CC(=O)Oc3c(C(CCN4CCN(c5ccccc5)CC4)c4ccc(N(C)C)cc4)c(OC)cc(OC)c32)cc1 (stereo not given)	-4
CS(=O)(=O)c1ccccc1C(=O)N1CCN(Cc2ccccc2)CC1	-2
CCOc1ccc(N2CC(C(=O)OCC(=O)NCc3ccccc3)CC2=O)cc1 (stereo not given)	-1
Cn1c(=O)c2c(nc(OC3CCCCCC3)n2C)n(C)c1=O	4
c1ccc(-c2cnc(-c3ccccn3)nn2)cc1	6
Cc1nc2c(S(=O)(=O)c3ccccc3)cnn2c(C)c1C	3
Cc1nc(NC(=O)c2cccnc2)ccc1Br	-2
O=C(CCCn1c(SCC(=O)c2ccc(O)c(O)c2)nc2ccccc2c1=O)NCC1CCCO1 (stereo not given)	2
Cn1c(=O)cc(OCC(=O)N2CCN(c3cccc(C(F)(F)F)c3)CC2)c2ccccc21	-2

# Single values from above:
# Under TbREL1 primary, c1ccc(-c2cnc(-c3ccccn3)nn2)cc1 is listed with 6
# Under TbREL1 primary, CCOc1ccc(N2CC(C(=O)OCC(=O)NCc3ccccc3)CC2=O)cc1 (stereo not given) is listed with -1
# Under TbREL1 primary, Cn1c(=O)cc(OCC(=O)N2CCN(c3cccc(C(F)(F)F)c3)CC2)c2ccccc21 is listed with -2

# Additional entries follow:
compound	TbREL1 primary
Cc1nn(-c2ccccc2)c(N)c1C1(O)C(=O)N(C)c2ccccc21 (stereo not given)	-1
COc1ccc(C(=O)NCCCCc2ccccc2)cc1	2
c1ccc(COc2cccc(CN3CCCCC3)c2)cc1	4
COc1ccc(NC(=O)[C@@H]2CC=C[C@@H]3CCN(Cc4ccccc4)C(=O)[C@@H]32)cc1	2
Cn1c(CCC(=O)OCC(=O)NCc2ccc3c(c2)OCO3)nc(=O)c2ccccc21	2
Cc1ccccc1CCN(C(=O)CN1C(=O)c2ccccc2S1(=O)=O)C(C(=O)NCC1CCCO1)c1ccncc1 (stereo not given)	-2
CC12CCC(C(=O)N(NC(=O)c3cccnc3)C1=O)C2(C)C (stereo not given)	0
CC(=O)Nc1ccc(NC(=O)c2cc(=O)c3ccccc3o2)cc1	0
CCC(=O)Nc1ccc(S(=O)(=O)NC[C@H]2O[C@@H](n3cnc4c(=O)[nH]c(N)nc43)[C@H](O)[C@@H]2O)cc1	2
COc1cc(C(=O)N2CCN(S(=O)(=O)c3ccc(F)cc3)CC2)cc(OC)c1OC	-1
Cc1ccc(C(=O)NCCc2nnc3ccc(SCC(=O)Nc4cc(C)on4)nn23)cc1	-2
COc1ccc(COc2ccsc2C(=O)Nc2ccc(Cl)cc2)cc1	3
COC(=O)C1=C(O)/C(=C\c2ccc(O)c(OC)c2)N=C1C	2
CC1Cc2cc(/C(O)=C3/C(=O)C(=O)N(CCCn4ccnc4)C3c3ccc(Br)cc3)ccc2O1 (stereo not given)	0
CC(=O)c1c(C)nc2ccccc2c1N	1
O=C(Nc1nc2ccccc2s1)c1cc2c(s1)-c1ccccc1OC2	0
Cc1[nH]c2ccc(C(C)C)cc2c1CC(=O)O	1
CCN(C(=O)COC(=O)CCC(=O)c1cccs1)c1c(N)n(Cc2ccccc2)c(=O)[nH]c1=O	1
Cc1ccc(OCC(=O)Nc2ccon2)c([N+](=O)[O-])c1	1
O=C(Nc1ccncc1)C1CCCN(S(=O)(=O)c2cccc3cccnc23)C1 (stereo not given)	-4
C=CCSc1nc2c(c(=N)n1CC=C)C1CCCC1S2 (stereo not given)	0
O=C(O)CN1C(=O)C2C3C=CC(C2C1=O)C1C(=O)N(CC(=O)O)C(=O)C31 (stereo not given)	4
O=C(c1cccc(Cl)c1)N1CCC2CC1c1cc(N3CCOCC3)ccc12 (stereo not given)	-4
Cc1ccc(COC(=O)NCc2cccnc2)cc1	-2
COc1ccc(OCC(=O)NCCNC(=O)c2cccnc2)cc1	1
CCOC(=O)c1c(S(=O)(=O)NCCCc2ccco2)c(C)n(C)c1C	2
Cc1ccc(S(=O)(=O)CCC(=O)Oc2ccc(-c3nnco3)cc2)cc1	2
CCOC(=O)COc1c(OC)cc(Cl)cc1C1NC(=O)NC(C)=C1C(C)=O (stereo not given)	0
O=C(C1CCCO1)N1CCN(C(=S)Nc2ccccc2C(F)(F)F)CC1 (stereo not given)	-3
O=C(O)COc1ccc(-c2nccc(-c3ccccn3)n2)cc1	-1
O=c1cc(N2CCCCC2)c(-c2ccccc2)nn1Cc1c(Cl)cccc1Cl	6
O=C(CSc1n[nH]c(=O)n1C1CC1)Nc1ccc(Cl)c(Cl)c1	1
Cc1ccc2ccccc2c1Cn1c(-n2ccnc2)nc2c1c(=O)n(C)c(=O)n2C	2
O=C(CN1C(=O)NC2(CCOc3ccccc32)C1=O)NCC(F)(F)F (stereo not given)	-1
N#CCC(=O)N/N=C/c1ccc(Sc2nc3ccccc3s2)o1	-1
CCc1cccc(NC(=O)COC(=O)C2CCN(c3ccc(C(F)(F)F)cn3)CC2)c1	2
CCNC(=S)N1CCC(C(N)=O)CC1	-4
N#Cc1ccc(Oc2nc(Nc3ccc(F)cc3)nc(N3CCCC3)n2)cc1	2
C=CCn1c2ccccc2c2nnc(SCC(=O)Nc3cc(C)on3)nc21	0
CCOC(=O)N/N=C\c1ccc([N+](=O)[O-])s1	6
CC(C)(C)NC(=O)C(c1ccc(-c2ccccc2)cc1)n1c(=O)c(-c2ccccc2)nc2ccccc21 (stereo not given)	-1
NC(=O)c1ccc(NC(=O)COC(=O)c2cc3c(s2)CCC3)cc1	-2
CCCCN(C)C(=O)c1ccc(Nc2nc(C(N)Cc3ccc(C(F)(F)F)cc3)cs2)nc1 (stereo not given)	17*
Clc1ccc(-c2nnc(SCc3cccc4ccccc34)n2Cc2ccco2)cc1	9
O=C(CCc1ccccc1)Nc1cccc(S(=O)(=O)N2CCOCC2)c1	6

# Continued:
SMILES | TbREL1 primary
CC(=O)Nc1ccc(NC(=O)CSc2nnnn2C2CCCCC2)cc1 | -3
O=C(NC1CC(=O)N(c2ccc(F)cc2)C1)N1CCN(C(=O)c2ccco2)CC1 (stereo not given) | -1
O=C(CSc1nnc(NC(=O)c2ccco2)s1)NC1CCCCC1 | 1
O=C(NCC1CCCN(C(=O)c2cscn2)C1)c1ccccc1Cl (stereo not given) | -1
O=C(CN1C(=O)C(=O)N(C2CCCC2)C1=O)Nc1ccc(OC(F)F)cc1 | 1
Cc1cccc(NC(=O)COC(=O)CC2CCCC2)c1C | 0
CCCCNc1c(-c2ccc(OC)c(Sc3ccc(OC)cc3)c2)nc2ccc(Cl)cn12 | -1
C=CCn1c(SCC(=O)NCc2ccccc2)nnc1-c1cc(Br)ccc1O | -2
Cc1cc(C)c(C)c(S(=O)(=O)N2CCC(C(=O)Nc3ccccc3N3CCOCC3)CC2)c1C | 1
Cc1cccc(N2CCN(C(=O)Cc3ccc(-n4c(=O)[nH]c5ccsc5c4=O)cc3)CC2C)c1 (stereo not given) | -2
COc1ccc(NC(=O)c2c(F)cccc2F)cc1S(=O)(=O)Nc1ccc(Br)cc1 | 4
Cc1cccc(NC(=O)c2ccc(Cn3cc(C(F)(F)F)ccc3=O)cc2)c1 | -1
Cc1ccccc1NC(=O)CSc1nc2ccc(Nc3nc(N4CCOCC4)nc(N4CCOCC4)n3)cc2s1 | -5
CC(C)[C@H](NS(=O)(=O)c1ccccc1F)C(=O)NC1CCCCC1 | -1
Cc1cc(C)c(NS(=O)(=O)c2ccc(NC(=O)c3cccs3)cc2)c(C)c1 | -2
CCSc1nc2nn(-c3ccccc3)c(=O)c-2c2n1CCCCC2 | -3
CCOC(=O)C1CCN(C(=O)c2cccc(S(=O)(=O)N(CC)c3ccccc3)c2)CC1 | 4
CC(C)Cc1nnc(NC(=O)CCC(=O)NCc2ccccc2Cl)s1 | -1
Cc1cc(C)n2cc(CSCC(=O)O)nc2n1 | 1
O=C(NC(=S)N1CCN(c2ccccc2)CC1)c1ccccc1 | -5
Cc1ccc(NC(=O)c2ccc(CSc3nccc(C)n3)cc2)cc1 | -2
O=C1C(Cl)=C(NCC2CCCO2)C(=O)N1c1cccc(Cl)c1Cl (stereo not given) | -1
CCN(CC(=O)NCc1ccc(F)cc1)CC(=O)Nc1ccc(Br)cc1F | -1
O=C(Nc1ccc(S(=O)(=O)Nc2ncccn2)cc1)c1ccco1 | 2
C[C@H]1CN(c2ccc(Br)cc2)C(=O)[C@@H]1CC(=O)Nc1ccc(Br)cc1 | 0
COCCCNC(=O)C[C@@H]1C(=O)N(CCc2ccc(Cl)cc2)C2=CCCCC[C@]21C(=O)OC | 3
Cc1cc(C)nc(-n2nc(C)c3c(=O)[nH]c(C(F)(F)F)nc32)n1 | 0
CC(=O)Oc1ccc(C(=O)Nc2cccc(NC(=O)c3ccco3)c2)cc1 | 2
COc1ccc(-c2nc(C#N)c(NCCCn3ccnc3)o2)cc1OC | -2
CCCCn1c(N)c(N(CCOC)C(=O)c2oc3ccc(OCC)cc3c2C)c(=O)[nH]c1=O | -3
O=C(Nc1cccc(S(=O)(=O)NC2=NCCC2)c1)C1CC(=O)N(c2ccc3c(c2)OCCO3)C1 (stereo not given) | 0
COc1ccc(NC(=O)C2C3C=CC4(CN(Cc5cccnc5)C(=O)C24)O3)c(OC)c1 (stereo not given) | 4
Cc1nn(Cc2ccccc2)c(Cl)c1C(=O)OCc1nnc(-c2ccccc2)o1 | 0
COc1cc(C(=O)N2CCN(c3cccc(C)c3C)CC2)ccc1OCC(=O)N1CCOCC1 | 13*
O=C1OCC(O)=C1Cc1ccccc1 | -1
COc1ccc(C2Nc3ccccc3C(=O)N2Cc2ccc(C)o2)cc1COc1c(C)cccc1C (stereo not given) | 2
Cc1ccc(-c2nc(N)sc2-c2ccccc2)cc1C | -3
COC(=O)C1=Cc2cc(OC)cc([N+](=O)[O-])c2OC1N1CCOCC1 (stereo not given) | -1
O=C(NC1CCCCC1)n1c(=O)oc2ccccc21 | 5
COc1cccc(/C=C2\SC(=S)N(CCCC(=O)NC3=NCCS3)C2=O)c1 | 0
C[C@H]1CN([C@@H](C)CO)C(=O)c2cccc(NS(=O)(=O)c3ccc(F)cc3)c2O[C@H]1CN(C)Cc1ccc(Cl)c(Cl)c1 | -2
O=C(NNC(=O)c1ccccc1F)c1cccs1 | -3
Cc1ccc(C(=O)N2CCCC(Nc3cccc(F)c3)C2)cc1N1CCNC1=O (stereo not given) | 1
Cc1cccc(N2CCN(C(=O)CCCSc3nc4ccccc4[nH]3)CC2)c1C | -4
O=C(N/C(=C/c1ccco1)C(=O)N1CCCCCC1)c1ccccc1 | -1
O=c1oc(-c2cccnc2)nc2ccccc12 | 3
CC(=O)C(C(C)=O)C1(O)C(=O)c2ccccc2C1=O | 7
CC1=CC(=NNS(=O)(=O)c2ccc([N+](=O)[O-])cc2)CC(C)(C)C1 | -2
Cc1ccccc1NC(=O)Cn1nnc(-c2ccccc2F)n1 | 0
C=CCc1cc(OC)ccc1OCCON1C(=O)CCC1=O | 1
Cc1cc(/C=C2/NC(=O)NC2=O)c(C)n1-c1sc2c(c1C#N)CCCC2 | -4
O=C(NC1CCN(Cc2ccccc2)CC1)c1cccc(OC(F)F)c1 | 0
O=C(NCc1ccc(Cl)c(Cl)c1)C1CCCC1 | -1
CC1CC(C)CN(CC(=O)Nc2cc(S(=O)(=O)N3CCOCC3)ccc2N2CCCC2)C1 (stereo not given) | -3

# Part of the list above, field by field:
Cc1ccccc1NC(=O)Cn1nnc(-c2ccccc2F)n1
  TbREL1 primary: 0
Cc1cc(/C=C2/NC(=O)NC2=O)c(C)n1-c1sc2c(c1C#N)CCCC2
  TbREL1 primary: -4
C=CCc1cc(OC)ccc1OCCON1C(=O)CCC1=O
  TbREL1 primary: 1
O=C(NCc1ccc(Cl)c(Cl)c1)C1CCCC1
  TbREL1 primary: -1

# Screening results (PubChem BioAssay)
